P. falciparum M1AAP – malaria alanyl aminopeptidase activity blockers – biochemical, fluorogenic H-Leu-NHMec substrate, 1536-well (AID 1445); recombinant M1AAP, H-Leu-NHMec fluorogenic kinetic assay; higher % means a stronger effect; 220,000 compounds, 0.42% hits; one-dose inhibition, % at 30 µM; IC50 in µM for titrated hits;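 active = primary inhibition above the hit cutoff, then over 50% inhibition at one or more dose response concentrations, cut at about 23% in these data, passing the limit was not always enough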;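 also: plate controls were DMSO full reaction for no effect and no enzyme background for full effect; strong numbers were not always called active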
Autophagy HCS – modulators of autophagy; MEF GFP-LC3 puncta imaging; test concentration mostly 10 µM; calls only at 10 µM (by protocol); 190,000 compounds, 0.98% hits;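 active = percentage of spot-positive cells more than 3 SD above its plate mean, without a fluorescence outlier flag or 80% toxicity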;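 also: spot-positive cell cutoff set from DMSO-treated cells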
T cell HTS – modulates CD8 T cell binding to vesicles. 2C CD8+ T cell-vesicle binding, flow cytometry; stronger effect = lower value. calls only at 7 µM. 330,000 compounds, 0.068% hits;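 active = response, share of CD8 T cells binding vesicles, and their 90th percentile fluorescence all below set limits, cut at about 80% in these data, passing the limit was not always enough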
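Material: 2C TCR transgenic mouse naive CD8+ T cells, MACS-purified. Also added: QL9-charged Drosophila Ld/ICAM-1/B7-1 vesicles. Timing: binding 1.5 h at 37 °C. Measured by: high-throughput flow cytometry with anti-B7-1 and anti-CD8 staining. Read-out: percent CD8+ FL2 mean versus row control. Controls: Unloaded micro-vesicles (low), QL9 vesicles with 0.7% DMSO (high).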
b-catenin transl – alters nuclear translocation of beta-catenin in HeLa cells; immunofluorescence imaging; nuclear translocation activity, % at 5 µM; 190,000 compounds, 0.3% hits;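 active = nuclear translocation activity above 50% at 5 µM, with a well cell count of 50 or more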;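 also: per-cell ratio of nuclear to cytoplasmic median beta-catenin stain intensity; plate controls were DMSO negative control for no effect and GSK-3 inhibitor IX positive control for full effect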
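assay system = human HeLa cells, endogenous beta-catenin | times = compound treatment 24 h, 37°C, 5% CO2 | detection = Anti-beta-catenin immunofluorescence on PFA-fixed, Triton-permeabilized cells, DAPI nuclei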
MT stabilizer – microtubule stabilization, imaging screen | HeLa tubulin immunostaining HCS, 24 h; share of cells brighter than vehicle mean+2SD | 200,000 compounds, 0.83% hits | AID 2205 | % tubulin-high responders, % at 10 µM;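 active = plate Z-score above 3 for both tubulin-high and condensed-nucleus cell shares, with cell loss under 80%, at 10 µM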;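 also: anti alpha tubulin signal scored within the nucleus-defined area of each cell; some results filed as inactive read as strong as hits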
Dynein transport – blocks dynein driven cargo transport along microtubules | 3617.4 mouse cells, GR-EGFP nuclear translocation imaging; test concentration mostly 20 µM; stimulated with dexamethasone, 1 µM; stronger effect = lower value | z-score, hits read low | 220,000 compounds, 0.47% hits;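 active = plate z-score of nuclear minus cytoplasmic receptor signal below a set negative limit, without overly bright fluorescence or cell loss, cut at about -3.5 in these data, passing the limit was not always enough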;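 also: z-score of nuclear minus cytoplasmic ring GR-EGFP intensity difference per well; some compounds called inactive have numbers as strong as hits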
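Buffer or medium: tet-free, stripped-serum medium; reagent: dexamethasone at 1.0 µM final, 30 min; incubation: 48 h induction, 1 h compound, 30 min dex at 37 °C; measured by: formaldehyde fixation, Hoechst nuclear stain, 10x automated fluorescence imaging; read-out: nuclear-to-cytoplasmic GR-EGFP distribution per well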
WT yeast gro inh – growth inhibition of WT yeast, mitochondrial fusion screen; mitochondrial fusion phenotypic screen, WT strain; inhibition, % at 10 µM; 190,000 compounds, 2.1% hits; in the data active = inhibition above about 58%; tested in S. cerevisiae
M17LAP inhibition – P. falciparum M17LAP inhibitors, primary screen, biochemical, fluorogenic H-Leu-NHMec substrate, 1536-well (AID 1619); recombinant M17LAP, H-Leu-NHMec fluorogenic kinetic assay; higher % means a stronger effect; inhibition, % at 30 µM, or IC50 in µM where a hit was titrated; 220,000 compounds, 0.38% hits;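 active = compound inhibiting the enzyme by more than half at any dose during confirmatory dose-response retesting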;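 also: plate controls were full reaction with DMSO carrier for no effect and no enzyme background for full effect; strong numbers were not always called active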
Yfh1-depleted yeast – enhancers of respiration in Yfh1-depleted yeast, dose response, Friedreich's ataxia, plus single-dose screen (AID 1465); S. cerevisiae Yfh1-off respiration, WST-1 reduction, 72 h; higher fold induction means a stronger effect; fold induction at 50 µM; hits with a dose series show EC50 in µM; 220,000 compounds, 0.074% hits;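 active = fold induction of absorbance versus untreated yeast above a set limit, then at least 30% activation at any dose in follow-up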;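 also: activators that raise dye reduction in frataxin-depleted yeast; strong numbers were not always called active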
WT yeast gro inh mutant strain – second read-out of WT yeast gro inh, no call of its own (marks repeat the call); inhibition, %; mitochondrial fusion phenotypic screen, mutant strain inhibition
Dynein transport cytoplasmic EGFP – further read-out of Dynein transport, marked with its call; z-score; measured here: cytoplasmic GR-EGFP intensity; stronger effect = higher value
Dynein transport nuclear GR-EGFP – second read-out of Dynein transport, no call of its own (marks repeat the call); z-score; measured here: nuclear GR-EGFP intensity;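 lower value marks the stronger effect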
Dynein transport cell count – second read-out of Dynein transport, no call of its own (marks repeat the call); z-score; measured here: cell count per field
b-catenin transl cell count 5 µM – recorded beside b-catenin transl, whose call it bears; cell count; measured here: cell count, cytotoxicity flag
T cell HTS vesicle-bound % – second read-out of T cell HTS, no call of its own (marks repeat the call); double positive events, %; measured here: CD8+ vesicle-bound cell fraction;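 binding gate set so that unloaded-vesicle control wells show 10% double positive cells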
MT stabilizer Hoechst-high % – also measured in MT stabilizer; calls as there; % Hoechst-high responders; measured here: nuclear condensation Hoechst responders;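 share of cells brighter than vehicle mean plus two SD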
MT stabilizer cytotoxicity % – also measured in MT stabilizer; calls as there; toxicity, %; measured here: cytotoxicity by cell density;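 0% = mean cell density of plate MIN control wells and 100% = no cells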
Autophagy HCS cell loss 18 h – also measured in Autophagy HCS; calls as there; toxicity, %; measured here: cell loss, nuclei count;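 cell loss after 18 h compound exposure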
Starred values were filed as active, the others as inactive; i = inactive; . = not tested or not shown.

SMILES	P. falciparum M1AAP	Autophagy HCS	Autophagy HCS cell loss 18 h	T cell HTS	T cell HTS vesicle-bound %	b-catenin transl	b-catenin transl cell count 5 µM	MT stabilizer	MT stabilizer Hoechst-high %	MT stabilizer cytotoxicity %	Dynein transport	Dynein transport cytoplasmic EGFP	Dynein transport nuclear GR-EGFP	Dynein transport cell count	WT yeast gro inh	WT yeast gro inh mutant strain	M17LAP inhibition	Yfh1-depleted yeast
COc1cccc(C(=O)Nc2c(F)c(F)c(F)c(F)c2F)c1	5.5%	i	-2.6	i	23.2	0.0	1017	4.0	1.9	5.9	-0.532	-0.25	-0.39	0.6	5.6	4.7	-2.1%	i
[O-][n+]1onc2c3cc(-c4ccccc4)nnc3ccc21	6.4%	i	5.4	i	45.9	5.6	1164	3.5	2.1	15.4	-0.648	-0.165	-0.125	1.05	1.4	-3.5	-1.2%	i
CC(C)Cn1c(N)c(C(=O)NCC2CCCO2)c2nc3ccccc3nc21 (stereo unspecified)	8.1%	i	33.5	i	39.3	-1.8	820	2.4	1.2	5.2	-0.213	-0.173	-0.0992	0.128	59.8*	51.6*	-43.5%	i
C/C(=N\NC(=O)C1CC1)c1ccc(NC(=O)c2ccc(Br)o2)cc1	-1.2%	i	-1.7	i	39.9	0.3	1408	2.1	1.5	7.5	1.5	-0.234	0.767	-1.31	7.2	-7.0	-2.8%	i
Cc1nn(-c2ccccc2)c2nc(Cl)c(C(=O)O)cc12	-0.2%	i	7.9	i	54.9	-0.5	922	2.5	3.4	8.4	-0.614	-0.19	-0.556	0.00768	-19.0	-4.8	0.8%	i
CCCc1nn(C)c2c(=O)[nH]c(-c3ccccc3OCC)nc12	9.8%	i	6.2	i	50.4	.	.	2.9	2.2	5.3	-0.948	0.0144	-0.612	0.601	-2.2	1.7	-3.0%	i
COc1ccccc1N1CCN(C(=O)CCc2ccc(S(=O)(=O)NC(C)C)cc2)CC1	14.9%	i	-3.8	i	46.2	-2.2	1105	2.6	2.7	5.5	-0.636	-0.289	-0.12	0.474	9.6	4.4	-3.2%	i
CCn1c(C)nc2cc(C(=O)NNS(=O)(=O)c3ccc(C)cc3C)ccc21	13.9%	i	6.3	i	52.6	-0.3	1053	2.4	1.6	12.3	0.555	0.117	0.508	-0.747	9.4	8.6	6.6%	i
O=C(NCc1ccco1)c1ccc(COc2cc(Cl)ccc2Cl)cc1	8.5%	i	-1.2	i	45.6	-0.2	1143	5.3	1.8	7.5	-1.28	-0.3	-0.725	1.23	9.8	3.3	2.4%	i
N#Cc1c(N)n(-c2ccc(N)cc2)c2nc3ccccc3nc12	4.3%	.	.	i	41.1	1.5	1332	.	.	.	-0.268	-0.193	-0.152	0.111	.	.	-1.6%	i
O=C(NS(=O)(=O)c1ccccc1)c1ccccc1F	12.3%	i	-1.9	i	25.3	.	.	2.3	2.1	4.8	0.0578	-0.205	0.0971	0.332	6.5	-11.7	-13.8%	i
Cc1ccc(-c2ccc(CCC(=O)O)n2CC2CCCO2)cc1 (stereo unspecified)	5.2%	i	-3.6	i	24.4	-3.4	1413	2.1	1.5	3.2	0.92	-0.161	0.596	-0.88	-2.4	-5.1	-48.4%	i
CCOC(=O)C1CCN(CCC(=O)Nc2ccc(F)cc2)CC1	9.4%	i	12.2	i	61.1	-0.9	1135	1.8	2.0	4.1	0.133	-0.188	0.0255	-0.77	-13.3	-11.8	-8.3%	i
CC1(C)Cc2c(C#N)c(NCCc3ccccc3)nc(-c3ccco3)c2CO1	13.2%	i	-0.8	i	29.3	0.8	1099	2.1	11.2	14.6	-2	0.152	-0.698	0.15	-2.2	0.4	-3.6%	i
CC(C)[C@@H](C(=O)N1CCN(C(=O)OC(C)(C)C)CC1)n1cc(CCO)nn1	0.3%	i	31.8	.	.	0.9	1053	1.2	1.2	0.1	0.55	-0.0539	0.684	-1.4	-4.3	-3.3	1.6%	i
Cc1ccc(-c2ncccc2OC(=O)C23CC4CC(CC(C4)C2)C3)cc1	6.8%	i	10.5	i	48.3	-2.4	1437	2.1	2.2	1.2	-0.282	-0.185	-0.388	-1.02	72.8*	8.8*	-13.0%	.
O=C(NCc1ccccc1)C(=O)Nc1nc(-c2ccccc2)cs1	10.6%	.	.	i	33.7	0.5	1348	.	.	.	0.71	-0.248	0.248	-0.248	.	.	17.8%	i
Cc1ccc(-c2nnn(CC(=O)Nc3cccc4cccnc34)n2)o1	12.7%	i	-19.0	i	31.3	-4.3	1191	1.6	2.6	6.9	0.0411	-0.227	0.00185	0.417	-30.8	1.2	10.4%	i
O=C(CSc1nccc2ccccc12)N1CCN(c2ccccn2)CC1	10.3%	i	8.7	i	40.3	-6.5	1192	1.8	5.0	5.1	-0.544	0.0252	-0.183	0.319	11.5	8.3	-1.8%	.
COc1cc(OC)c(NC(=O)CCc2ccccc2)cc1Cl	10.7%	i	2.9	i	30.3	-3.4	1081	1.5	1.3	6.6	0.0496	-0.312	-0.0967	0.79	3.1	-25.6	-12.5%	i
Cc1ccc(OC(=O)c2cc(C)nn2C(C)(C)C)cc1	2.7%	.	.	i	16.3	-1.6	1241	.	.	.	0.42	-0.265	-0.121	-0.383	.	.	1.0%	i
CC(C)CC(NC(=O)c1ccc(Cl)cc1Cl)C(=O)O (stereo unspecified)	-1.1%	i	-16.4	i	0.6	-1.2	1113	1.2	1.0	6.4	0.419	-0.0588	0.614	-0.831	-12.4	-0.6	4.3%	i
COc1ccc(OC)c(S(=O)(=O)N(C)CC(=O)N2CCN(c3ccccc3F)CC2)c1	0.2%	i	-0.9	i	53.7	0.5	1132	2.6	2.3	4.0	1.5	0.232	0.835	-1.75	11.5	5.1	-8.8%	i
COc1ccc(NCc2ccc([N+](=O)[O-])s2)cc1	4.6%	i	16.5	i	52.1	0.3	949	2.1	2.9	7.1	-1.37	0.0265	-0.962	1.05	-3.6	3.0	5.5%	i
Cc1onc(C(=O)Nc2cccnc2Cl)c1[N+](=O)[O-]	0.2%	i	15.9	i	61.6	1.1	1140	2.8	1.1	4.1	0.62	-0.177	0.716	-1.16	0.9	6.2	-1.8%	i
COc1ccc(Nc2nc3c([nH]2)c(=O)[nH]c(=O)n3C)cc1	4.2%	i	0.1	i	54.1	-6.0	1086	4.9	1.4	1.0	-0.609	-0.0416	-0.502	0.139	7.3	5.8	10.2%	i
O=C(NC(=S)NCCOCc1ccc(Cl)cc1)c1cccnc1	5.8%	i	-6.7	i	48.1	-0.6	928	4.0	2.1	7.8	1.68	-0.122	0.327	-0.612	17.0	12.9	-12.9%	i
O=C(O)CCC(=O)Nc1ccc(C(=O)OCC(=O)c2ccc(Cl)cc2)cc1	3.5%	i	7.8	i	59.5	-2.4	1116	2.0	0.8	0.5	0.0463	-0.312	0.281	-0.471	-14.2	-25.0	0.2%	i
CC1(C)CC(=O)C2=C(C1)OC(N)=C(C#N)C21CCN(Cc2ccccc2)CC1	5.4%	i	-2.2	i	28.7	-6.8	955	2.4	3.3	14.4	1.42	0.762	1.38	-0.595	3.2	0.5	-0.8%	i
C=CCOC(=O)CCP(=O)(CCC(=O)OCC=C)c1ccccc1	-1.6%	i	-5.8	i	37.0	0.0	1188	4.2	2.2	4.5	-1.18	-0.425	-0.314	0.838	12.4	2.0	-0.9%	i
Cc1nc(N2CCOCC2)[nH]c(=O)c1CCC(C)C	2.8%	i	-7.8	i	13.5	-0.1	1110	1.6	1.3	5.6	0.173	-0.0846	0.0325	-0.0658	12.5	1.8	-6.9%	i
COc1ccc(-n2c(SCCC#N)nnc2-c2cc(Cl)ccc2OC)cc1Cl	-0.1%	i	10.2	i	43.0	.	.	62.6	25.0	81.3	-0.566	-0.206	-0.177	0.582	-12.1	-23.6	-7.8%	i
COc1ccc(OC)c2sc(NC(=O)c3ccc(Br)s3)nc12	5.8%	i	12.9	i	50.3	-3.7	1095	4.2	3.0	6.7	-0.718	1.19	0.2	0.29	-17.4	-19.3	-3.7%	i
CCN(CC)CCNC(=O)CS(=O)Cc1nc(-c2ccc(Cl)cc2)oc1C (stereo unspecified)	1.9%	i	16.4	i	28.1	.	.	4.6	1.4	8.4	0.516	-0.396	0.54	0.379	8.2	-0.7	4.4%	i
O=C(NCCN1CCOCC1)c1ccc(F)cc1	1.8%	i	-7.0	i	25.0	-2.0	1191	0.9	1.8	6.7	-0.00448	-0.141	0.484	-0.365	.	.	6.5%	i
COc1ccc(C(=O)Nc2ccc(C)cn2)c(OC)c1	-1.6%	i	-4.5	i	47.5	.	.	1.4	2.1	3.4	0.236	0.0404	0.0702	1.25	18.1	25.1	0.4%	i

Assay outcomes from PubChem.
